PglD inh: C. jejuni PglD acetyltransferase inhibitors, primary screen, biochemical, DTNB colorimetric, single point. UDP-N-acetylbacillosamine N-acetyltransferase PglD (Campylobacter jejuni). purified PglD enzyme, DTNB colorimetric CoA detection. inhibition, % at 12.5 µM. actives 0.098% (n = 360,000). AID 602405, 2012; in the data active = inhibition above about 16%, passing the limit was not always enough; note: strong numbers were not always called active
PGC1a acetyl inh: inhibitors of PGC1a acetylation signal, primary screen, cell-based, U2OS, AlphaScreen, inhibitor mode | AlphaScreen anti-acetyl-lysine; with virally co-expressed GCN5 acetyltransferase | inhibition, % at 15.6 µM | actives 0.17% (n = 350,000) | AID 651687, 2012;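 active = every replicate shows inhibition of at least 40%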;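 note: 0% = neutral control wells and 100% = positive control wells; some results beyond the cut were filed as inactive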
Numbers without * were called inactive. This is a subset; the hit share may differ from the screen's.

PGC1a acetyl inh | PglD inh | Molecule
-5.0 | 3.3 | COc1ccccc1NC(=O)c1ccc(-n2cccn2)nc1
6.6 | -4.6 | C/C(=C\C(=O)c1ccccc1)Nc1ccc(Cl)c(Br)c1
0.1 | -6.8 | O=C(NCCCN1CCCCCC1)C1CC(=O)N(CCc2ccccc2)C1 (configuration not stated)
4.3 | -0.6 | Cc1nnc(SC2CC(=O)N(c3ccccc3)C2=O)s1 (configuration not stated)
-4.3 | -1.7 | CCc1nc(Sc2nc(C)cc(C)n2)c2oc3ccccc3c2n1
8.4 | 1.4 | CCOC(=O)C1CSC(CC(=O)Nc2ccc(OCC)cc2)C(=O)N1 (configuration not stated)
-19.2 | 6.5 | O=C(c1cccc(Br)c1)N1CCN(C(=O)N2CCOCC2)CC1
9.5 | 1.5 | CCOc1ccc(Br)cc1S(=O)(=O)N1CC(C)OC(C)C1 (configuration not stated)
10.8 | 0.9 | CC(=O)Nc1cccc(Oc2ccc3c(c2)C(=O)N(CCC(=O)O)C3=O)c1
-8.6 | 0.2 | CCN(C(=O)c1cnc(N2CCN(c3ncccn3)CC2)c2ccccc12)c1cccc(Cl)c1
-1.7 | -16.4 | COc1ccc2[nH]cc(C(=O)CN3CCN(C(=O)c4ccco4)CC3)c2c1
-7.0 | 5.9 | COCCn1c(SCC#N)nnc1-c1ccccc1
43.8 | 0.1 | Cc1nc(=S)n(-c2ccccc2)[nH]1
-4.1 | 6.0 | Cc1noc(C)c1COC(=O)c1cc(C)n(-c2ccccc2)c1C
-1.3 | 0.2 | COc1ccccc1C(=O)Nc1ccc(S(=O)(=O)Nc2cc(C)nc(C)n2)cc1
1.2 | -0.3 | CCC1CCCCN1C(=O)CSc1nnc(-c2c[nH]c3ccccc23)o1 (configuration not stated)
10.8 | -3.0 | CN1C(=S)SC(/[N+]([O-])=C\c2cccs2)C1(C)C (configuration not stated)
-3.2 | -4.7 | COc1cccc(NC(=O)CNC(=O)c2cccs2)c1
3.6 | 3.3 | Cn1ncc2c(Nc3ccccc3Br)ncnc21
-1.4 | -15.5 | CCCCn1c(=NC(=O)c2ccc3c(c2)OCO3)c(C#N)cc2c(=O)n3cccc(C)c3nc21
-23.4 | -5.4 | COc1ccc(S(=O)(=O)N2CCCC(C(=O)N3CCCCCC3)C2)cc1 (configuration not stated)
-16.1 | -1.9 | CC(=O)c1cc2c(cc1NC(=O)CSc1nc3ccccc3o1)OCO2
8.8 | -3.2 | CC1CCCN(CCC(=O)c2ccc(Br)cc2)C1 (configuration not stated)
3.4 | -3.1 | Cc1onc(-c2c(F)cccc2Cl)c1C(=O)NCc1ccco1
-16.7 | -0.7 | O=C(NC1CCCCC1)C(c1ccc2ncccc2c1)N(Cc1ccc2c(c1)OCO2)C(=O)c1cccs1 (configuration not stated)
-6.7 | -2.0 | O=C(C[n+]1ccccc1)N/N=C/c1cc(Br)cc(Br)c1O
-31.6 | 0.0 | O=C(Cc1ccccc1)NC(Nc1cccc2ccccc12)C(Cl)(Cl)Cl (configuration not stated)
-11.9 | 6.1 | Cc1cc(-c2nnc3sc(-c4ccc(Cl)cc4Cl)nn23)n[nH]1
6.7 | -0.9 | COc1ccc(Cn2c(SC)nc3ccccc32)cc1[N+](=O)[O-]
-7.9 | 1.1 | O=C(C1CCCCC1)N1CCC(c2nc3c(nnn3Cc3c(F)cccc3Cl)c(=O)[nH]2)CC1

Pulled by structure from above, two records:
PGC1a acetyl inh | PglD inh | Molecule
-1.7 | -16.4 | COc1ccc2[nH]cc(C(=O)CN3CCN(C(=O)c4ccco4)CC3)c2c1
3.4 | -3.1 | Cc1onc(-c2c(F)cccc2Cl)c1C(=O)NCc1ccco1

Back to the main list with the three entries that preceded the break.
PGC1a acetyl inh | PglD inh | Molecule
-11.9 | 6.1 | Cc1cc(-c2nnc3sc(-c4ccc(Cl)cc4Cl)nn23)n[nH]1
6.7 | -0.9 | COc1ccc(Cn2c(SC)nc3ccccc32)cc1[N+](=O)[O-]
-7.9 | 1.1 | O=C(C1CCCCC1)N1CCC(c2nc3c(nnn3Cc3c(F)cccc3Cl)c(=O)[nH]2)CC1
5.4 | -5.5 | COCCn1c(SCC(=O)c2ccc3c(c2)OCCO3)nnc1-c1ccco1
-18.0 | 5.5 | COc1ccc(F)cc1S(=O)(=O)NC1CCCCCC1
-40.1 | 2.1 | CC1=CC(C)(C)N(S(=O)(=O)c2ccc(C)cc2)c2cc(C)ccc21
20.2 | 0.9 | CC(C)(C)c1cc2cccnc2n1Cc1ccccc1
0.8 | -0.3 | O=C(COc1ccc(-n2cnnn2)cc1)NCCc1ccc(F)cc1
-3.6 | 0.6 | O=C(CNC(=O)c1ccccc1)NCCc1nc2ccccc2[nH]1
-1.7 | -5.4 | COc1ccc(Cn2cc(F)c(=O)n(CCC(C)C)c2=O)cc1[N+](=O)[O-]
3.0 | 2.3 | O=C(NC(=S)Nc1ccc(S(=O)(=O)N2CCCCC2)cc1)c1ccc(Cl)cc1
-10.6 | -1.1 | Fc1ccc(-n2c(-c3ccco3)nc3nc4ccccc4nc32)cc1
2.8 | 3.0 | CC(C)CNC(=O)CC1Nc2ccccc2NC1=O (configuration not stated)
-0.3 | 5.0 | CCOC(=O)c1[nH]c2ccc(C)cc2c1N=CN(CC)CC
-7.5 | -6.9 | COc1ccc(/C(N)=N/OC(=O)c2cccc([N+](=O)[O-])c2)cc1OC
3.1 | 2.8 | COCCCn1c(-c2ccccc2Cl)n[nH]c1=S
7.5 | -1.4 | COc1cccc(-n2c(SCC(N)=O)nnc2-c2ccncc2)c1
2.3 | -1.1 | COc1cc(C(=O)Nc2cccc(-c3nc4cc(C)ccc4o3)c2C)cc(OC)c1OC

Next part, overlapping the part above by 2 compounds.
PGC1a acetyl inh | PglD inh | Molecule
7.5 | -1.4 | COc1cccc(-n2c(SCC(N)=O)nnc2-c2ccncc2)c1
2.3 | -1.1 | COc1cc(C(=O)Nc2cccc(-c3nc4cc(C)ccc4o3)c2C)cc(OC)c1OC
-6.7 | -6.1 | COc1cccc(C2C=C(c3ccc(Br)s3)Nc3ncnn32)c1OC (configuration not stated)
-5.1 | 1.8 | C=CCNc1sc(C(=O)c2ccccc2)c(N)c1-c1nc2ccccc2s1
0.3 | -8.8 | CCC(C)[C@H](NC(=O)NCc1ccccc1)C(=O)O (some centres not stated)
4.8 | -0.1 | Cc1c(CCOC(=O)C23CC4CC(CC(C)(C4)C2)C3)sc[n+]1Cc1ccccc1
5.9 | 2.7 | COc1ccc(OC)c(NC(=O)C(CC(=O)O)NCc2ccco2)c1 (configuration not stated)
4.2 | 2.5 | C=CCN1C=C2C(=O)C(C)(OC(=O)CCC(=O)OC)C(=O)C(Br)=C2C=C1c1ccc(OC)cc1 (configuration not stated)
0.9 | 2.9 | CC1(C(=O)NC23CC4CC(CC(C4)C2)C3)CC1(Cl)Cl (configuration not stated)
-0.4 | 8.9 | c1ccc2c(c1)CCN(Cc1nnnn1Cc1ccc3c(c1)OCO3)C2
2.0 | -9.9 | CNc1ccc(/C=C2\COc3ccccc3C2=O)cc1[N+](=O)[O-]
-2.5 | 0.6 | CCC(c1nnnn1Cc1cccs1)N1CCN(c2nc3ccccc3s2)CC1 (configuration not stated)
-5.1 | -1.6 | COc1ccc(OC2OC3COC(C)(C)OC3C(O)C2NC(C)=O)cc1 (configuration not stated)
9.2 | 0.2 | Cc1nn(Cc2ccc(Cl)cc2)c(C)c1NC(=O)C1CC=CCC1C(=O)O (configuration not stated)
10.3 | 9.4 | CCOc1cc(-c2nc(-c3ccccc3OC)no2)cc(OCC)c1OCC
6.2 | -0.2 | Cc1ccccc1NC(=O)CSC(N)=O
0.3 | -4.4 | C[N+](C)(CCCCCC[N+](C)(C)CCCN1C(=O)c2cccc3cccc(c23)C1=O)CCCN1C(=O)c2cccc3cccc(c23)C1=O
-19.9 | 1.6 | Cc1cc(C(=O)Nc2ccccc2C(F)(F)F)no1
3.1 | 3.5 | O=C1CC(c2ccc(Cl)cc2)n2nc(N3C(=O)c4ccccc4C3=O)nc2N1 (configuration not stated)
-2.3 | -9.2 | CC(C)Cn1c(-c2cccs2)nc2nc3ccccc3nc21
31.2 | 2.8 | CC(=O)c1cccc(NC(=O)N2CCCC2C(=O)NCc2ccc(C)cc2)c1 (configuration not stated)
-8.3 | -1.6 | COc1ccccc1-c1n[nH]c2c1[C@H](C)CC[C@H]2C(C)C
0.3 | 5.6 | COc1ccc(/C=C/c2ccncc2)c2ccccc12
13.2 | 5.2 | Cc1ccc2c(C)[nH]c(=O)cc2c1
2.7 | -2.1 | NC(=O)NCc1ccc(Cl)cc1
2.5 | -4.0 | COCCN(C(=O)Cn1nnc2ccccc21)C(C(=O)NC1CCCC1)c1cc(OC)ccc1OC (configuration not stated)
14.5 | 4.6 | CCc1ccc2c(Cl)c(C(=O)N/N=C/c3c[nH]c4ccccc34)sc2c1
-2.2 | -4.4 | c1coc(CNC2C3CC4CC(C3)CC2C4)c1 (configuration not stated)
-4.7 | -2.2 | O=C(Nc1ccc(S(=O)(=O)N2CCCCC2)cc1)c1ccncc1
0.3 | 5.1 | COc1ccc(N2CCN(CCNC(=O)CCC(=O)NNc3nc4ccccc4c4nc(C)nn34)CC2)cc1
5.0 | -3.3 | CN(C)CCOCCSc1ccc(Cl)cc1
-8.4 | -3.9 | COc1ccc(OC)c(NC(=O)C2CCCN2C(=O)OCc2ccccc2)c1 (configuration not stated)
-5.6 | -0.8 | O=C(COC(=O)c1ccc2c(c1)OCCO2)NCc1ccccc1
-8.8 | 7.3 | CCOC(=O)c1cccc(NS(=O)(=O)c2c(C)[nH]c(=O)[nH]c2=O)c1
9.3 | 3.3 | O=C(Nc1cnccn1)c1cccs1
-8.7 | -1.2 | O=C(Nc1ccc(OC(F)(F)F)cc1)C1CCCN(S(=O)(=O)c2cnc[nH]2)C1 (configuration not stated)
2.4 | 1.5 | Cc1nnc(N2CCC(C(=O)NC3CCC(C)CC3)CC2)c2nn(-c3ccc(Cl)cc3)c(C)c12 (configuration not stated)
31.8 | 5.2 | O=C(NCc1cccs1)c1nc2c(nnn2Cc2ccccc2Cl)c(=O)[nH]1
10.4 | 2.8 | CC1(C)CC(=O)C2=C(C1)OC(=O)C2(NC(=O)c1cccs1)C(F)(F)F (configuration not stated)
-3.1 | -6.9 | COc1ccc(NC(=O)Cn2nnc(-c3ccccc3F)n2)cc1
8.9 | -2.7 | N#CC1(P(=O)(c2ccccc2)c2ccccc2)CC1
0.6 | -3.6 | COC(=O)C1=C(C)N(C)C(C)=C(C(=O)OC)C1c1ccsc1
7.4 | 9.8 | Cc1c(C(=O)NCc2ccoc2)oc2ccc3c(c12)C(=O)CC(C)(C)O3
-39.1 | -2.5 | Cc1cc2oc(=O)cc(Cn3ncc(Cl)c(Cl)c3=O)c2cc1Cl
6.0 | -1.8 | CC(C)CC(=O)c1c[nH]c(C(=O)NCC2CCCO2)c1 (configuration not stated)
7.3 | 5.3 | CCC(C)NC(=O)CSc1nnc(-c2ccncc2)n1-c1ccc(OC)cc1 (configuration not stated)
-4.2 | -0.3 | CSc1nc(C)c2c(n1)N(c1ccc(C(F)(F)F)cc1)CC2

Part of the list above in order of number of heavy atoms, lowest first:
PGC1a acetyl inh | PglD inh | Molecule
0.3 | -8.8 | CCC(C)[C@H](NC(=O)NCc1ccccc1)C(=O)O (some centres not stated)
-8.8 | 7.3 | CCOC(=O)c1cccc(NS(=O)(=O)c2c(C)[nH]c(=O)[nH]c2=O)c1
-1.7 | -16.4 | COc1ccc2[nH]cc(C(=O)CN3CCN(C(=O)c4ccco4)CC3)c2c1
-7.9 | 1.1 | O=C(C1CCCCC1)N1CCC(c2nc3c(nnn3Cc3c(F)cccc3Cl)c(=O)[nH]2)CC1

More compounds follow:
PGC1a acetyl inh | PglD inh | Molecule
-14.6 | 0.0 | COCCn1c(C)cc2c(c1=O)C(c1ccco1)C(C#N)=C(N)O2 (configuration not stated)
0.2 | -0.8 | c1ccc(Oc2cc(-c3ccccc3)ncn2)cc1
0.3 | 3.9 | CCOC(=O)c1cc2sc(C)cc2n1CC(=O)N1CCN(C(=O)c2ccco2)CC1
-2.7 | -0.9 | Cc1ccc(NC(=O)c2cccc(Cl)c2)nc1
-28.8 | 12.6 | O=C(Nc1nc(-c2ccc(S(=O)(=O)N3CCCC3)cc2)cs1)c1cccs1
-19.5 | -3.1 | CCCc1cc(=O)[nH]c(SCc2nc3ccccc3s2)n1
11.9 | 0.6 | O=C(c1ccc(N2CCCC2=O)cc1)N1CCOCC1
-6.4 | -0.5 | COc1ccc(CNC(=O)C2CCN(S(=O)(=O)c3ccc(-c4nn[nH]n4)cc3)CC2)cc1
-0.2 | -2.3 | COC(=O)C1=C(N)Oc2cc(C)n(CC3CCCO3)c(=O)c2C1c1ccccc1 (configuration not stated)
1.3 | 1.5 | O=C(Nc1ccccc1N1CCCCC1)c1ccco1
9.2 | 3.2 | O=C(CSc1n[nH]c(-c2ccncc2)n1)NCCc1ccccc1
-11.5 | 1.3 | O=C(CSc1ccc2c(c1)OCCO2)Nc1ccc2c(c1)OCO2
-6.5 | -6.7 | CN(C)S(=O)(=O)c1cccc(-c2cn3ccccc3n2)c1
-22.4 | -99.5 | COc1cccc(NC(=O)C2CCCN(S(=O)(=O)c3cccc4nsnc34)C2)c1 (configuration not stated)
-28.3 | 2.6 | O=C(OCn1ncc(Cl)c(Cl)c1=O)c1cccc(C(F)(F)F)c1

Screening data from PubChem.
